Assay outcomes as filed in PubChem BioAssay.
Salmonella PhoP GFP – PhoP-dependent GFP reporter repression – Salmonella Typhimurium, primary screen (AID 1863); S. Typhimurium PhoP-regulated promoter GFP reporter, 4 h; higher % means a stronger effect; one-dose inhibition, % at 50 µM; IC50 in µM for titrated hits; 0.16% of 300,000 active;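 active = inhibition over 29.93%, a cutoff 3 SD above the screen mean, later confirmed by dose response; inconclusive = inhibition over 29.93% but no dose response follow-up; inactive = inhibition at most 29.93% or unconfirmed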;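 also: 0% = low Mg2+ inducing control and 100% = high Mg2+ repressing control; strong numbers were not always called active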
Siah-1 displacement – Siah-1 peptide-binding antagonists, primary screen, biochemical, fluorescence polarization, rhodamine-plectin, uHTS (AID 1817) | Siah-1 / rhodamine-plectin peptide fluorescence polarization; higher % means a stronger effect | displacement, % at 20 µM, or IC50 in µM where a hit was titrated | 0.02% of 290,000 active;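 active = displacement of at least 50% at 20 µM, with a fluorescence ratio check between 0.3 and a set limit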;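 also: plate controls were Siah plus tracer with DMSO for no effect and tracer alone without Siah for full effect; strong numbers were not always called active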
West Nile virus CPE – inhibition of WNV-induced cytopathic effect – cell-based, CPE readout (AID 1621); 0.02% of 290,000 active; CPE inhibition, % at 10 µM; hits with a dose series show IC50 in µM; West Nile virus-infected cells, CPE inhibition; higher % means a stronger effect; in the data active = a potency from the dose series; inconclusive = CPE inhibition mostly from about 3.7% at the one dose, without a potency; inactive = the rest, 99 in 100 with CPE inhibition below about 2.2%; also: strong numbers were not always called active
CSM14.1 death rescue – protection against thapsigargin-triggered cell killing – 384-well, CSM14.1, ATP luminescence, primary screen (AID 1222) | CSM14.1 thapsigargin-induced death rescue, ATP luminescence; higher % means a stronger effect | cellular ATP content (survival), % at 20 µM; hits with a dose series show EC50 in µM | 190,000 tested, under 10 active;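 active = EC50 below 50 µM in the dose-response confirmation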;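 also: death triggered by thapsigargin at about 15 µM added after 2 h compound pretreatment; cell ATP read after overnight thapsigargin exposure of roughly 18 to 22 hours; normalized against plate controls of thapsigargin alone and 5% DMSO vehicle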
P. falciparum M17LAP – P. falciparum M17LAP inhibitors, primary screen, biochemical, fluorogenic H-Leu-NHMec substrate, 1536-well (AID 1619) | recombinant M17LAP, H-Leu-NHMec fluorogenic kinetic assay; higher % means a stronger effect | inhibition, % at 30 µM, or IC50 in µM where a hit was titrated | 0.38% of 220,000 active;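 active = compound inhibiting the enzyme by more than half at any dose during confirmatory dose-response retesting; inconclusive = strong single-dose inhibitors picked by rank but not retested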;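 also: plate controls were full reaction with DMSO carrier for no effect and no enzyme background for full effect; strong numbers were not always called active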
XIAP antagonists – small molecules displacing peptide from XIAP – biochemical, IAP family, fluorescence polarization (AID 1018) | XIAP BIR domain, fluorescence polarization peptide displacement; higher % means a stronger effect | one-dose displacement, % at 20 µM; IC50 in µM for titrated hits | 0.007% of 200,000 active; in the data active = displacement above about 50%; also: a part of the inactive calls stands beside numbers as strong as those of hits
PMI inhibition – human PMI inhibitors, high substrate, primary screen, biochemical, fluorescence intensity, high mannose 6-phosphate (AID 1220). 0.66% of 190,000 active. recombinant PMI enzyme, coupled fluorescence intensity; higher % means a stronger effect. inhibition, % at 20 µM, or IC50 in µM where a hit was titrated; in the data active = inhibition above about 50%
M1AAP inhibition – malaria alanyl aminopeptidase activity blockers – biochemical, fluorogenic H-Leu-NHMec substrate, 1536-well (AID 1445). 0.42% of 220,000 active. inhibition, % at 30 µM, or IC50 in µM where a hit was titrated. recombinant M1AAP, H-Leu-NHMec fluorogenic kinetic assay; higher % means a stronger effect;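 active = primary inhibition above the hit cutoff, then over 50% inhibition at one or more dose response concentrations, cut at about 23% in these data, passing the limit was not always enough; inconclusive = conflicting primary data, or primary hits not chosen for dose response; inactive = low primary inhibition, or under 50% at every dose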;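 also: plate controls were DMSO full reaction for no effect and no enzyme background for full effect; strong numbers were not always called active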
Yfh1-off respiration – enhancers of respiration in Yfh1-depleted yeast, dose response, Friedreich's ataxia, plus single-dose screen (AID 1465); S. cerevisiae Yfh1-off respiration, WST-1 reduction, 72 h; higher fold induction means a stronger effect; one-dose fold induction at 50 µM; EC50 in µM for titrated hits; 0.074% of 220,000 active;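 active = fold induction of absorbance versus untreated yeast above a set limit, then at least 30% activation at any dose in follow-up; inconclusive = repeats straddling the limit, or above it without dose testing; inactive = fold induction below the set limit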;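 also: activators that raise dye reduction in frataxin-depleted yeast; strong numbers were not always called active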
Active calls of the source: *; i = inactive; u = inconclusive; x = no result given.

SMILES | Salmonella PhoP GFP | Siah-1 displacement | West Nile virus CPE | CSM14.1 death rescue | P. falciparum M17LAP | XIAP antagonists | PMI inhibition | M1AAP inhibition | Yfh1-off respiration
N#Cc1cc(-c2ccc(Cl)cc2)cn(Cc2c(Cl)cccc2Cl)c1=O | 11% | 2% | -0.6% | -2.5% | -5% | -3.3% | -2% | 8% | i
COc1ccc(OC)c(N2C(=O)C(Cl)=C(N3CCOCC3)C2=O)c1 | -2% | -1% | -0.3% | -0.5% | 3% | -6.1% | 9% | 4% | i
CSCCC(NC(=O)c1ccc(Cl)cc1)C(=O)NC(C)(C)C (stereo unspecified) | -5% | 3% | -0.8% | 0.3% | 5% | -8.8% | -8% | 15% | i
COc1ccc(-c2noc(C3CCCN(S(=O)(=O)c4cccc(Cl)c4)C3)n2)cc1OC (stereo unspecified) | -4% | 2% | -0.5% | 0.7% | -10% | -3.6% | 4% | 4% | i
COCCNC(=O)c1onc(CSc2ccc(Cl)cc2)c1C(=O)O | -10% | 3% | 0.3% | 5.8% | 14% | -0.5% | -6% | 1% | i
CCOC(=O)C1=C(O)/C(=C\c2ccc(OC)c(OC)c2)N=C1C | 0% | 1% | -0.2% | -1.1% | 10% | -1.7% | 24% | 3% | i
Clc1cccc(-c2nc(NCc3cccnc3)c3ccccc3n2)c1 | 8% | 6% | -0.6% | -0.7% | 0% | -6.0% | 4% | 5% | i
Cc1cccc(NC(=S)NCc2ccco2)n1 | -6% | 8% | 0.1% | -2.5% | 6% | -1.9% | 4% | 2% | i
COc1ccc(/C=C(/NC(=O)c2cccs2)C(=O)N2CCOCC2)cc1OC | -4% | 1% | -0.2% | -3.5% | 15% | -3.6% | -11% | 11% | i
NC(=O)c1c(NC(=O)COC(=O)CSc2nnc(-c3ccc(Cl)cc3)o2)sc2c1CCC2 | -3% | 8% | -0.2% | -1.2% | 6% | -21% | 14% | 9% | i
C=CCN=C1SCC(=O)N1S(=O)(=O)c1ccc(C)cc1 | 1% | 0% | -0.1% | x | 9% | -3.1% | 10% | 6% | i
COc1ccc(Cl)cc1NC(=O)COC(=O)CCNC(C)=O | -6% | 7% | 0.5% | x | -3% | -2.8% | -10% | 9% | i
Oc1ccc2cccnc2c1 | 19% | 1% | 0.7% | x | 12% | -6.1% | 10% | -1% | i
O=C(CN1CCN(S(=O)(=O)c2ccccc2)CC1)Nc1ccc(N2CCOCC2)cc1 | -8% | 13% | -0.5% | -1.1% | 10% | -13% | 3% | 2% | i
CSc1ncccc1C(=O)OCC(=O)NC(=O)NCCC(C)C | -9% | -6% | -0.4% | 0.7% | 6% | -5.8% | 2% | 1% | i
CCn1cc(C(=O)NCC2CCCO2)c2cc(OC)c(OC)cc2c1=O (stereo unspecified) | -1% | 0% | 0.2% | -0.4% | 7% | -8.6% | 11% | 9% | i
CCCCOc1ccc(C(=O)Nc2ccc3c(c2)OCO3)cc1 | -5% | -3% | 0.7% | -2.2% | 6% | -5.9% | -16% | -1% | i
CCCCN1C(=O)CC(C(=O)O)C1c1ccc(OC)cc1 (stereo unspecified) | -7% | -6% | 0.3% | -2.1% | -10% | -5.9% | 9% | -3% | i
Cc1cccc(NC(=O)c2ccc(-n3cccn3)c([N+](=O)[O-])c2)c1 | 2% | -2% | 0.2% | -2.6% | 4% | -6.9% | 10% | 0% | i
COc1ccc(C2=NOC(C(=O)NCc3cccs3)C2)cc1OC (stereo unspecified) | 2% | 0% | u | -1.4% | 8% | 0.1% | -9% | -2% | i
Cc1ccc(SCC(=O)NN2C(=O)c3ccccc3C2=O)cc1 | -9% | -1% | -0.2% | 2.2% | 2% | 2.8% | 5% | 6% | i
O=C(CSCc1ccccc1Cl)N1CCN(c2ccccn2)CC1 | 2% | -3% | -0.6% | 0.7% | -1% | -7.5% | 0% | 3% | i
CC(C)c1ccc(OCC(=O)Nc2cccc(C(=O)Nc3ccccc3C(=O)O)c2)cc1 | 1% | 2% | 0.2% | 4.3% | 5% | -0.6% | 7% | 5% | i
COCC(=O)n1nc(-c2ccccc2)nc1NCc1ccccc1 | 7% | 8% | -0.1% | 0.3% | -4% | -4.6% | 1% | -5% | i
CC(=O)NCCn1c(SCc2cc(F)ccc2F)nc2ccccc2c1=O | 2% | 3% | -0.2% | 0.2% | 7% | -1.8% | -3% | 9% | i
The listing continues:
SMILES | Salmonella PhoP GFP | Siah-1 displacement | West Nile virus CPE | CSM14.1 death rescue | P. falciparum M17LAP | XIAP antagonists | PMI inhibition | M1AAP inhibition | Yfh1-off respiration
COc1ccc(-c2nnc(SC)o2)c(OC)c1 | -2% | -2% | 0.4% | 2.7% | 2% | -2.4% | 2% | 7% | i
CCOC(=O)C1CCN(C(=O)CC(NS(=O)(=O)c2ccc(OC)cc2)C(C)C)CC1 (stereo unspecified) | 5% | 1% | 0.3% | -2.0% | -12% | -4.5% | -5% | -5% | i
CCN(Cc1ccccc1)C(=O)COC(=O)c1cc(=O)[nH]c2ccccc12 | -7% | 7% | 0.1% | -1.6% | -1% | -11% | -10% | 2% | i
CCc1nnc(NC(=O)C2CCCN2C(=O)Nc2ccccc2OC)s1 (stereo unspecified) | -2% | 2% | -0.3% | -4.2% | 26% | -2.6% | 2% | 4% | i
COc1ccc(C)cc1NC(=O)COCC(=O)O | 1% | 2% | 0.3% | -0.3% | 11% | -3.5% | -2% | -1% | i
CCCNC(=O)CC1Sc2ccccc2NC1=O (stereo unspecified) | -12% | -5% | -0.3% | x | 10% | 1.0% | -1% | 10% | i
CC(=O)c1ccc(NC(=O)CSc2nnc(-c3ccco3)c(-c3ccco3)n2)cc1 | -7% | 36% | 0.1% | 0.9% | 22% | 0.5% | 48% | 10% | i
CC(C)CC(=O)c1c[nH]c(C(=O)NCc2cccs2)c1 | -2% | 1% | 0.1% | -2.8% | -11% | -7.2% | -1% | -2% | i
CCOC(=O)c1c(NC(=O)C2C3CCC(O3)C2C(=O)O)sc2c1CCCC2 (stereo unspecified) | -10% | -2% | 0.1% | -13% | 14% | -3.0% | 1% | 10% | i
O=C(Nc1ncnc2c1CCC2)C12CC3CC(CC(C3)C1)C2 | -2% | 3% | 1.1% | -0.6% | -4% | -0.2% | 12% | -1% | i
CCCC(C)NC(=O)c1ccc2[nH]c3c(c2c1)CC(C)CC3 (stereo unspecified) | 6% | -4% | 0.3% | -1.6% | -3% | -4.6% | 7% | 2% | i
Cc1ccccc1OCC(O)CN1CCN(c2ccc(Cl)cc2)CC1 (stereo unspecified) | 0% | -4% | -0.5% | x | 0% | x | x | -2% | i
O=C(CSc1nnc(CN2CCOCC2)n1-c1ccccc1)N1CCc2ccccc21 | 5% | 2% | -0.6% | 0.5% | 26% | 6.1% | 5% | 2% | i
COc1cc(NC(=O)COC(=O)c2ccccc2F)cc(OC)c1 | -3% | -1% | -0.3% | 0.2% | 12% | -2.4% | 5% | 2% | i
CCCNC(=O)c1c(N)n(-c2cccc(OC)c2)c2nc3ccccc3nc12 | 3% | 0% | 1.9% | -0.8% | 3% | -4.8% | 23% | 14% | i
COC(=O)c1c(SCC(=O)Nc2ccc(C)cc2)nc(=O)[nH]c1C | 8% | 0% | -0.6% | -1.4% | 21% | -5.6% | 3% | -5% | i
CCOC(=O)CC1Sc2ccccc2NC1=S (stereo unspecified) | 4% | -5% | -0.3% | x | 11% | x | x | -2% | i
COc1ccc(/C(C)=N/OC/C(O)=C(\C#N)c2nc3ccccc3[nH]2)cc1OC | 4% | -2% | -0.2% | -0.8% | -3% | -2.6% | 5% | 3% | i
C=CCNC(=S)N1CCN(S(=O)(=O)c2ccc(C)cc2)CC1 | -8% | 14% | 0.3% | x | 10% | x | x | 1% | i
COC(=O)c1ccccc1NC(=O)NCc1ccncc1 | -5% | 2% | -0.6% | -1.7% | 9% | -4.3% | -6% | 22% | i
CC1(C)Oc2ccc(NC(=O)C3COc4ccccc4O3)cc2O1 (stereo unspecified) | 3% | -6% | -0.3% | -3.5% | 8% | -7.5% | 7% | 4% | i
COc1ccc2cc(/C=N/O)c(Cl)nc2c1 | -3% | 1% | -0.4% | -2.5% | 2% | -8.7% | -10% | 7% | i
CC(C)COC(=O)Nc1nnc(Cc2ccccc2)s1 | -2% | 5% | -1.1% | 1.7% | 29% | -2.4% | x | -5% | i
CC1CCN(C(C)C(=O)Nc2ccccc2-c2ccccc2)CC1 (stereo unspecified) | 11% | 2% | -0.3% | -0.6% | 17% | -6.0% | -8% | 0% | i
COc1cccc(/C=N/NC(=O)c2[nH]c(C)c(C(=O)N/N=C/c3cccc(OC)c3)c2C)c1 | 0% | -2% | -0.5% | -3.3% | 0% | -6.3% | 19% | 9% | i
(list continues)
SMILES | Salmonella PhoP GFP | Siah-1 displacement | West Nile virus CPE | CSM14.1 death rescue | P. falciparum M17LAP | XIAP antagonists | PMI inhibition | M1AAP inhibition | Yfh1-off respiration
COc1ccc(C(=O)NC(C(=O)NCc2ccccc2OC)C(C)C)cc1 (stereo unspecified) | -4% | 21% | -1.1% | -1.0% | -8% | -3.5% | 4% | -2% | i
CCC1(C)Cc2c(sc3nc(NC)n(C)c(=O)c23)CO1 (stereo unspecified) | -9% | 3% | x | -1.5% | 7% | -7.0% | -11% | 12% | x
CC(C)N(CC#CCC(O)(c1ccccc1)c1ccccc1)C(C)C | -3% | 21% | 0.3% | -1.6% | -4% | -0.1% | 2% | 1% | i
O=C(O)Cn1ccc2ccccc21 | 7% | 2% | 0.1% | x | 8% | x | x | 2% | i
O=C(NCc1cccc(C(F)(F)F)c1)C1CC(c2c(Cl)cccc2Cl)=NO1 (stereo unspecified) | 7% | -3% | 1.8% | 0.3% | 4% | -5.1% | 10% | 8% | i
COc1ccccc1-c1cc(C(=O)Nc2cc(C)nn2-c2ccccc2)no1 | 33% | 13% | 0.3% | -2.9% | 3% | -6.3% | 8% | -2% | i
Cc1ccccc1C(=O)c1c[nH]c(C(=O)NCCCn2ccnc2)c1 | 20% | -2% | -0.1% | -2.8% | -11% | -22% | -2% | 8% | i
Cc1ccc2c(c1)cc(CN(Cc1ccco1)S(=O)(=O)c1ccccc1)c1nnnn12 | -5% | -3% | -1.0% | 0.4% | 2% | -2.5% | 14% | 0% | i
COc1cc2[nH]c(=S)n(Cc3cccs3)c(=O)c2cc1OC | -4% | 4% | -0.7% | 5.3% | 3% | -11% | 7% | 1% | i
